Source: PubChem BioAssay (Broad Institute)
PAX8 inh HTS: inhibitors of PAX8-driven TPO luciferase reporter, primary screen, RMG-I cells, single concentration. SteadyGlo, 24 h. inhibition, % at 12.6 µM. 1.2% of 360,000 active. AID 652154, 2013;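 active means mean replicate inhibition at least 60% with every replicate also reaching 60%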;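 further: luciferase light reporting Pax8 driven TPO promoter activity; plate controls were median of neutral control wells for no effect and mitoxantrone controls for full effect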
PglD DTNB: C. jejuni PglD acetyltransferase inhibitors, primary screen, biochemical, DTNB colorimetric, single point; purified PglD enzyme, DTNB colorimetric CoA detection; inhibition, % at 12.5 µM; 0.098% of 360,000 active; AID 602405, 2012; in the data active means inhibition above about 16%, passing the limit was not always enough; further: strong numbers were not always called active
Cneo AK release: Cryptococcus neoformans cell lysis inducers, primary screen, AK release luminescence, single concentration | C. neoformans lysis, adenylate kinase release luminescence, 4 h; normalised: neutral wells 0, clomiphene wells 100 | lysis activity, % at 15 µM | 0.2% of 360,000 active;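 active means mean lysis activity across replicates of at least 80%, whatever share of replicates individually reach that level; inactive means mean lysis activity below 80%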
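Material – Cryptococcus neoformans yeast cells · Quantity – 5 × 10^6 yeast cells/mL · Buffer or medium – YPD medium · Compound – single dose · Timing – 4 h static compound exposure, 37 °C, read 1 h post-reagent · Signal – adenylate kinase release luminescence · Read-out basis – lysis from increased AK signal · Benchmarks – Clomiphene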
PGC1a acetyl inh: inhibitors of PGC1a acetylation signal, primary screen, cell-based, U2OS, AlphaScreen, inhibitor mode; AlphaScreen anti-acetyl-lysine; with virally co-expressed GCN5 acetyltransferase; inhibition, % at 15.6 µM; 0.17% of 350,000 active; AID 651687, 2012;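 active means every replicate shows inhibition of at least 40%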;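 further: 0% = neutral control wells and 100% = positive control wells; some results beyond the cut were filed as inactive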
C2C12 statin: suppressors of statin myotoxicity in C2C12 myotubes, primary screen, cell-based, single point, plate reader; C2C12 myotubes + simvastatin, ATP luminescence, 48 h; scaled: DMSO 0, geranylgeraniol control 100; rescue of ATP level, % at 7.49 µM; 0.78% of 330,000 active; AID 602340, 2012;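 active means mean ATP rescue above about 67%, or every replicate alone reaching that limit, limit read from the data, passing the limit was not always enough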;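 further: myotubes were challenged with 10 µM simvastatin during compound exposure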
LGR2 inh: inhibitors of bursicon-induced LGR2 CRE-luciferase signal, primary screen, cell-based, HEK293, CRE-luciferase reporter, bursicon stimulation; bursicon-stimulated, 4 h; AID 720647, 2013; Drosophila bursicon receptor LGR2 (rickets); inhibition, % at 9.99 µM; 0.35% of 380,000 active;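 active means drop in luminescence signal, shown as inhibition above about 50% in the replicate tests, limit read from the data, passing the limit was not always enough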;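 further: agonist challenge used bursicon conditioned medium at about half maximal strength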
ARNT TACC3 PPI: disruptors of ARNT/TACC3 protein interaction, primary screen, biochemical, AlphaScreen, single concentration | inhibition, % at 9.99 µM | AID 623870, 2012 | AlphaScreen His-ARNT PAS-B/GST-TACC3 binding, luminescence; TACC3 fragment carries E629A point mutation | Transforming acidic coiled-coil-containing protein 3 (Homo sapiens), Q9Y6A5 | 0.66% of 390,000 active;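 active means mean inhibition of replicates at least 50% and at least half of replicates each reaching 50%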;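 further: 0% = complete ARNT plus TACC3 wells and 100% = ARNT alone without TACC3; many hits fall short of the cut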
GSIS activator: GLuc luminescence reporter in INS-1E cells, primary screen for activators of glucose-dependent secretion of insulin; INS-1E GLuc reporter insulin secretion, 2-3 h; activation, % at 16.6 µM; 0.61% of 370,000 active;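 active means lowest replicate activation of at least 40%, so every replicate reaches that level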;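 further: 0% = median of neutral control wells and 100% = median of IBMX positive control wells; some compounds called inactive have numbers as strong as hits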
* hit, by the source's call; . = no result given.

SMILES	PAX8 inh HTS	PglD DTNB	Cneo AK release	PGC1a acetyl inh	C2C12 statin	LGR2 inh	ARNT TACC3 PPI	GSIS activator
COc1ccc(N(CC(=O)NC2CCCC2)C(=O)CS(=O)CC(=O)Nc2ccc3c(c2)OCO3)cc1 (stereo not drawn)	-18	-8	1	-5	4	-4	-1	0
CCCCn1c(N)c(N(CCC(C)C)C(=O)COC(=O)Cc2ccc(Cl)cc2)c(=O)[nH]c1=O	9	-3	0	.	2	14	-8	-29
C[C@H](CO)N1C[C@H](C)[C@H](CN(C)S(=O)(=O)c2cccs2)Oc2ccc(NS(=O)(=O)c3cccs3)cc2CC1=O	4	.	.	-5	9	-1	.	-1
CSc1nc2sc3c(c2c(=O)[nH]1)CC(C)(C)OC3	-9	-4	-3	-5	3	-9	-2	-1
CCn1cc(/C=C/C(=O)Nc2ccc(C)cc2Br)cn1	-93	.	.	.	.	-20	-5	-6
O=c1[nH]c(C(F)(F)F)nc2ccccc12	.	0	1	-1	1	.	-1	.
CCc1sc(N(C(=O)Cc2ccccc2)c2ccccc2)nc1-c1ccccc1	.	-3	-1	4	1	.	-21	.
Cc1ccc(C)n1-c1ccc(N2CCOCC2)c([N+](=O)[O-])c1	-6	.	.	-5	.	9	2	6
O=C1N[C@@H](c2ccccc2)COC(=O)[C@H](Cc2ccc(F)cc2)CC/C=C/C[C@@H]1CC(=O)N(CCO)Cc1ccccc1	35	-1	-2	.	4	-3	-2	-10
Cn1c(=O)[nH]c(=O)c2c1nc(N1CCOCC1)n2CCSc1nnnn1-c1ccccc1	6	4	-1	3	.	-2	-1	27
COc1ccc(NC(=O)Nc2ccc3c(c2)C(=O)N([C@@H](C)CO)C[C@@H](C)[C@H](CN(C)Cc2ccncc2)OCCCC[C@H](C)O3)cc1	-17	3	47	14	.	11	15	-12
CNC[C@@H]1OCCCC[C@@H](C)Oc2ccc(NC(=O)Nc3ccc4c(c3)OCO4)cc2C(=O)N([C@H](C)CO)C[C@@H]1C	-7	1	89*	3	0	-5	3	8
Cc1ccc(OCC(=O)N2CCN(C(=O)CCC3CCCC3)CC2)cc1	.	-5	1	2	0	.	-4	.
Cc1ccc2nc(N(CCCN(C)C)C(=O)CS(=O)(=O)c3ccccc3)sc2c1	-32	-1	-6	-3	6	-9	2	16
CCCS(=O)(=O)N1CCN(C2Cc3ccccc3C2)CC1	6	.	.	-8	14	-15	1	-10
COC(=O)C1=C(C)N(Cc2ccccc2)C(=NCc2cc(OC)c(OC)c(OC)c2)N[C@H]1c1cccc(F)c1	.	-2	1	-4	.	.	5	.
C[C@H]1CCCCO[C@@H](CN(C)CC2CCCCC2)[C@@H](C)CN([C@@H](C)CO)C(=O)c2cc(NS(=O)(=O)c3ccccc3)ccc2O1	25	-1	65	-20	-106	-5	3	-1
COCC(=O)N1CC2(CCN(Cc3ccc(Cl)cc3)CC2)c2c([nH]c3cc(OC)ccc23)[C@@H]1CO	27	.	.	-6	.	1	.	0
COc1ccc(OC)c(N(CC(=O)NCc2ccncc2)S(C)(=O)=O)c1	.	4	0	2	5	-5	-14	-3
COc1ccc(CC(=O)OCC(=O)N2CCc3ccccc32)cc1OC	-6	2	-1	-9	15	-19	-3	121*

3 entries from above, with values under each structure.
Results follow in this order: PAX8 inh HTS, PglD DTNB, Cneo AK release, PGC1a acetyl inh, C2C12 statin, LGR2 inh, ARNT TACC3 PPI, GSIS activator
CNC[C@@H]1OCCCC[C@@H](C)Oc2ccc(NC(=O)Nc3ccc4c(c3)OCO4)cc2C(=O)N([C@H](C)CO)C[C@@H]1C
    -7, 1, 89*, 3, 0, -5, 3, 8
Cc1ccc(OCC(=O)N2CCN(C(=O)CCC3CCCC3)CC2)cc1
    ., -5, 1, 2, 0, ., -4, .
Cc1ccc2nc(N(CCCN(C)C)C(=O)CS(=O)(=O)c3ccccc3)sc2c1
    -32, -1, -6, -3, 6, -9, 2, 16

Further compounds follow.
SMILES	PAX8 inh HTS	PglD DTNB	Cneo AK release	PGC1a acetyl inh	C2C12 statin	LGR2 inh	ARNT TACC3 PPI	GSIS activator
C[C@@H]1CN([C@H](C)CO)C(=O)c2cccc(NC(=O)c3ccncc3)c2O[C@H]1CN(C)S(=O)(=O)c1cn(C)cn1	.	2	-1	2	-2	-7	-4	4
CC(=O)N1CCCCN2[C@H](CO)[C@H](c3ccc(-c4ccc(F)cc4)cc3)[C@@H]2C1	-11	3	0	4	.	38	-8	4
Cc1cccc(-c2cnc(C(O)c3ccc(-c4ccccc4)cc3)[nH]2)c1 (stereo not drawn)	-1	4	4	.	.	1	.	-36
O=C(C1CCC(CNS(=O)(=O)c2cccs2)CC1)N1CCN(c2ccc(Cl)cc2)CC1 (stereo not drawn)	68*	-2	-1	20	3	33	-1	5
CC(C)NC(=O)N(C)C[C@@H]1OCCCC[C@H](C)Oc2ccc(NS(C)(=O)=O)cc2C(=O)N([C@@H](C)CO)C[C@@H]1C	-7	-7	1	8	.	8	0	2
O=C(CN1CCOCC1)N1CCCCN2[C@H](CO)[C@@H](c3ccc(Br)cc3)[C@@H]2C1	21	1	-2	-2	4	-9	-3	14
CCOC(=O)C1CCN(S(=O)(=O)c2ccc(OCC(=O)OC)cc2)CC1	.	-3	-4	-3	5	-7	-3	21
CCOc1ccc(NC(=O)N(CCC(C)C)C2CCN(C(C)=O)CC2)cc1	.	-2	2	3	-3	.	-4	0
COc1ccc2c(c1OC)C(=O)N1N=C(c3ccc(Cl)cc3)CC21 (stereo not drawn)	-3	4	0	.	.	-2	-4	-4
COC(=O)[C@@]1(C)CC[C@]2(C)CC[C@@]3(C)C(=CC(=O)C4[C@@]5(C)CC[C@H](O)C(C)(C)[C@@H]5CC[C@]43C)[C@H]2C1 (stereo partly drawn)	3	-3	4	9	12	-12	16	14
Cc1cc(C(=O)NC2CCCC(C)C2C)c2ccccc2n1 (stereo not drawn)	7	1	2	8	7	4	-10	2
CC(=O)CCc1oc2ccc(C)cc2c1Cc1ccccc1	-14	0	0	21	24	-27	-6	15
CCN(CC)c1nc(C)c(C(=S)Nc2cc([N+](=O)[O-])ccc2Cl)s1	-4	.	.	7	.	-27	-2	1
COc1cc(COc2ccc(S(=O)(=O)N3CCOCC3)cc2[N+](=O)[O-])ccc1OC(F)F	20	-1	3	6	-15	-7	10	-7
C[C@@H]1CN([C@@H](C)CO)C(=O)Cc2cc(NC(=O)Cc3cn(C)c4ccccc34)ccc2O[C@@H]1CN(C)Cc1ccc(C(=O)Nc2ccccc2N)cc1	.	-2	47	-4	-33	-17	-5	7
Cc1ccccc1NC(=O)Cc1nc(COC(=O)CNS(=O)(=O)c2cccc(Br)c2)cs1	-4	-4	1	.	5	1	-1	-42
COc1ccccc1NC(=O)N1CCCC(c2nc3c(nnn3Cc3ccc(C)cc3)c(=O)[nH]2)C1 (stereo not drawn)	.	-2	0	-5	0	.	-14	.
O=C(C1CCCCC1)N1C[C@H]2[C@@H](c3ccccc31)[C@@H](CO)N2C(=O)c1ccccc1F	0	1	-2	-2	-3	2	-1	-8
C[C@H]1CCCCO[C@H](CN(C)Cc2ccc3c(c2)OCO3)[C@@H](C)CN([C@@H](C)CO)C(=O)c2cc(NC(=O)CCC(F)(F)F)ccc2O1	-8	2	5	-11	.	8	-9	-5
COc1ccccc1CC(=O)Nc1cccc(C)n1	4	-4	1	-14	-2	-5	-1	-4
CCN(CC)CCn1c2c(c(SCC(=O)Nc3cc(C)cc(C)c3)nc1=O)CCC2	7	.	.	.	-21	13	-4	13
CCC(NC(=O)NC1=NCCS1)(C(F)(F)F)C(F)(F)F	-4	-1	-1	2	.	.	-17	.
Cc1cc(C)c2c(N)c(C(=O)Nc3ccccc3F)sc2n1	-199	0	-1	1	-13	-51	-8	.
O=C1c2cccc3cccc(c23)C(=O)N1Nc1ccccc1	11	-5	1	.	8	.	.	.
CNC[C@H]1OCCCC[C@@H](C)Oc2ccc(NS(=O)(=O)c3ccc(C)cc3)cc2C(=O)N([C@@H](C)CO)C[C@H]1C	-1	-6	55	-7	23	3	-5	-8
CNC[C@@H]1Oc2c(NC(=O)Nc3ccc4c(c3)OCO4)cccc2C(=O)N([C@@H](C)CO)C[C@@H]1C	-23	-3	-2	4	18	-40	.	29
Cc1ccc(C(=O)N2CCSCC2)cc1	.	-5	1	-28	103*	14	-18	10
C=CC[C@@]12N=C(c3ccc(OCCCO)cc3)O[C@@H]1c1ccccc1CN(CCS(=O)(=O)c1ccccc1)C2=O	77*	-4	-2	-4	.	.	14	.
O=C1C(Cl)=C(N2CCCCC2)C(=O)N1Cc1ccccc1	12	-18	-2	-5	9	-6	7	13
COc1ccc(C(=O)N2CCNC(=O)C2CC(=O)Nc2cc(Cl)ccc2OC)cc1 (stereo not drawn)	-7	0	-1	.	-4	-2	-7	8
CCOC(=O)CC1CCCCN1Cc1cn(C)nc1-c1ccc2c(c1)OCCO2 (stereo not drawn)	23	-3	0	-2	-4	4	0	6
O=C(c1csc2c1CCCC2)N1CCN(c2ccccc2)CC1	.	8	-1	0	3	.	2	.
O=S(=O)(Nc1ccc(-c2cn3c(n2)SCC3)cc1)c1cccs1	-7	.	.	.	.	-2	2	2
COC(=O)C[C@H]1C[C@@H]2c3cc(NS(=O)(=O)c4ccc(F)cc4)ccc3O[C@@H]2[C@H](CO)O1	-14	3	55	-4	-1	9	7	0
O=C(CN1C(=O)CSC1=O)Nc1ccc(F)c(F)c1F	-5	0	2	15	5	.	-7	.
CCc1ccc([C@@H]2C[C@H]3[C@@H](CN2S(=O)(=O)c2ccc(C)cc2)C(=O)C[C@@H](c2cccc(Cl)c2)N3S(=O)(=O)c2ccc(C)cc2)cc1	16	-1	0	14	8	-11	.	4
CCN(CC)c1cnn(C/C(=N\OC)c2ccc(Cl)cc2)c(=O)c1Br	.	.	.	-5	.	-13	1	-15
Cc1ccc(Nc2nc(CSc3nnc(-c4cccs4)o3)cs2)cc1	.	-9	-2	1	-13	.	3	.
CCC(=O)C1CCCN(C(=O)c2cccc(OC3CCN(S(C)(=O)=O)CC3)c2)C1 (stereo not drawn)	.	-1	14	-18	8	.	2	.
CC(C)c1cccc(C(C)C)c1NC(=O)CCl	32	.	.	-11	.	44	-9	-4
C[C@@H]1CN([C@@H](C)CO)C(=O)c2ccccc2-c2ccccc2CO[C@@H]1CN(C)C(=O)[C@@H](Cc1ccccc1)N(C)C	9	-1	-2	-4	-29	6	-2	-8
O=C(Cc1ccccc1)Nc1ccc(NC(=O)c2cccs2)cc1	-5	.	.	-312	-8	4	-3	0
CCOc1cc(CNCCO)cc(Br)c1OCc1ccc(Cl)cc1Cl	.	-3	4	1	6	.	0	.
COCC#Cc1cnc2c(c1)C(=O)N([C@@H](C)CO)C[C@H](C)[C@@H](CN(C)Cc1ccccc1)O2	.	-2	-3	14	6	6	-3	1
CCCCc1cc(=O)oc2cc(C)cc(O)c12	.	2	.	7	-17	.	-15	.
CN(C)c1oc(-c2ccccc2[N+](=O)[O-])nc1C#N	-25	-5	0	8	.	-6	12	-5
N#C/C(=C(/O)c1ccc(Cl)c([N+](=O)[O-])c1)c1nc2ccccc2[nH]1	-11	-1	2	-8	-9	-5	-2	-3
Cc1cc(=O)[nH]c(N/N=C/c2cccc(Br)c2)n1	-10	1	0	.	-6	-29	5	7

Some values from the results shown.
Entry for `CN(C)c1oc(-c2ccccc2[N+](=O)[O-])nc1C#N` in GSIS activator: -5
Entry for `N#C/C(=C(/O)c1ccc(Cl)c([N+](=O)[O-])c1)c1nc2ccccc2[nH]1` in PAX8 inh HTS: -11

An unsorted share of the library; about 2.9% have a hit in one of these screens.
